PV pol inh: inhibitors of poliovirus RNA polymerase binding and polymerization. % elongation, % (compound at 16.7 µg/mL). P03300. poliovirus polymerase elongation, fluorescence polarization; active compounds read low. 150,000 tested, 0.66% active. AID 588519; in the data active = % elongation below about 90%; note: some results filed as inactive read as strong as hits
Target sequence (P03300 1749-2209 limits assumed): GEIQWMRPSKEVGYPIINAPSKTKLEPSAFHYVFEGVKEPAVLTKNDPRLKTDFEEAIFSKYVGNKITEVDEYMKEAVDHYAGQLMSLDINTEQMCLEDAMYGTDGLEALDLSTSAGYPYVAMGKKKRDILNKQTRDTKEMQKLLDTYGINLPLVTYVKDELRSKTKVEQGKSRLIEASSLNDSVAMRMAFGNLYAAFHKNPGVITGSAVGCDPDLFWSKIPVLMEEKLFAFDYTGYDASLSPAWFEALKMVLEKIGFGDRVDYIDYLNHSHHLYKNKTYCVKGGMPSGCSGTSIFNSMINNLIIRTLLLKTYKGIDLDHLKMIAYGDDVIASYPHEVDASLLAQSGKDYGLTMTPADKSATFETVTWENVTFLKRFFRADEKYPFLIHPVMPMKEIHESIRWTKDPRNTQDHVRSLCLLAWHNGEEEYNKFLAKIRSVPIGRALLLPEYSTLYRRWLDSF
PV pol inh FP z-score: further read-out of PV pol inh, marked with its call; z-score; measured here: FP z-score; hits read low
Numbers without * were called inactive. An excerpt; rates above refer to the full screens.

Start of the data: the first 2 entries as a preview:
Results follow in this order: PV pol inh	PV pol inh FP z-score
1: COC(=O)c1ccccc1S(=O)(=O)N1CCC(C(=O)O)CC1
    106	0.6
2: O=C(COc1cccc(Oc2ccccc2)c1)Nc1ncccn1
    103	0.1

The listing, from the start:
Results follow in this order: PV pol inh	PV pol inh FP z-score
1: COC(=O)c1ccccc1S(=O)(=O)N1CCC(C(=O)O)CC1
    106	0.6
2: O=C(COc1cccc(Oc2ccccc2)c1)Nc1ncccn1
    103	0.1
3: COC(=O)c1cc(C2CC2)[nH]n1
    102	-0.5
4: O=C(/C=C/c1ccccc1)NCc1n[nH]c(=O)c2ccccc12
    107	0.3
5: Cc1nc2nc(N)nn2c(C)c1CC(=O)NC(C)c1ccccc1 (stereo unspecified)
    105	0.4
6: Cc1cccc2cc(-c3nc(-c4cccs4)no3)c(=O)oc12
    116	0.1
7: CCCCN(C)CCNC(=O)c1cc(-c2ccc(Cl)s2)nc2ccccc12
    102	-0.9
8: O=C(c1cc2c(=O)oc3ccccc3c2s1)N1CCN(c2ccccc2)CC1
    104	-0.2
9: Nc1cc(-c2ccccc2)nn1Cc1ccc(Cl)cc1
    107	0.3
10: COc1cccc(CNC(=O)C(C)N2Cc3ccccc3C2=O)c1 (stereo unspecified)
    99	-0.8
11: COC(=O)c1cc2occc2n1C
    103	0.2
12: CCOc1ccccc1C(=O)NC1CC2CCCC(C1)N2Cc1nnnn1Cc1ccco1 (stereo unspecified)
    102	0.3
13: O=C(CN(CCO)CC(=O)Nc1ccc(C(F)(F)F)cc1)Nc1ccc(C(F)(F)F)cc1
    99	-0.3
14: S=C(NC1CCCCC1)C12CCC3CC(CC(C3)C1)C2
    102	0
15: Fc1cc2c(c(CSc3nc4ccccc4s3)c1)OCOC2
    101	-0.4
16: Cc1ccsc1C(=O)OC1CCOC1=O (stereo unspecified)
    102	-0.2
17: Cc1cccc(COc2nn[nH]n2)c1
    102	0
18: Cc1cccc(CN2C(=O)CN=C(c3ccccc3)c3cc(Cl)ccc32)c1
    103	-0.4
19: CCOC(=O)c1c(-n2c(C)cc(/C=C3/C(=O)NC(=O)N(CC)C3=O)c2C)sc2c1CCCC2
    90	-3.1
20: CCOc1ccc(NC(=O)Cn2cc(C(=O)c3ccccc3)c(=O)c3cc(OC)ccc32)cc1
    105	0
21: O=C(Cn1cc(S(=O)(=O)N2CCN(c3ccccc3F)CC2)c2ccccc2c1=O)Nc1ccc(F)cc1Cl
    108	-0.2
22: COCC(C)NC(=O)c1cccc(OC)c1 (stereo unspecified)
    108	0.8
23: COc1cc(OC)cc(-c2nc3nc(C)c(CCC(=O)Nc4cc(C)cc(C)c4)c(C)n3n2)c1
    106	-0.2
24: Cc1ccc(NC(=O)CCNS(=O)(=O)c2cccc3nonc23)cc1Cl
    108	1
25: CC(C)S(=O)(=O)c1csc(NC(=O)N2CCCCC2)c1Cl
    104	-0.2
26: CNC(=O)c1c(I)c(C(=O)NCC(=O)Nc2c(I)c(C(=O)O)c(I)c(C(=O)NCCO)c2I)c(I)c(N(C)C(C)=O)c1I
    100	0.4
27: Cc1nn(C(C)(C)C)c(C)c1/C=N/OC(=O)c1cccs1
    98	-0.9
28: Cc1oc2ncn(CC(C)C)c(=O)c2c1C(=O)N1CCN(c2ccccc2F)CC1
    115	1
29: COc1ccc(CNc2nc(-c3ccccc3)nn2C(=O)c2ccccc2OC)cc1
    104	-0.1
30: COc1ccc(-n2c3nc4ccccc4nc3c3c(=N)oc(C)nc32)cc1
    105	0.3
31: CCOC(=O)c1c(CN2CCC(C)CC2)oc2ccc(OC)cc12
    101	0.3
32: Cc1ccc2nc(N3CCN(c4cccc(Cl)c4)CC3)c(-n3nc(C)cc3C)nc2c1
    110	1
33: COc1ccc(NC(=O)CN2C(=O)COc3ccc(S(=O)(=O)N4CCOCC4)cc32)cc1Cl
    113	-0.2
34: COc1cccc(NC(=O)Cn2c(=O)n(CC(=O)NCCc3ccccc3)c(=O)c3sccc32)c1
    105	-0.1
35: O=C(O)c1nn(CCO)c(=O)c2ccccc12
    98	-0.9
36: COc1ccc(NC(=S)Nc2ccn(C)n2)c(OC)c1
    100	-0.4
37: Cc1cc(C)nc(/N=C2\NC(=O)CC(C(=O)O)N2c2ccc(Oc3ccccc3)cc2)n1 (stereo unspecified)
    100	-0.2
38: CCc1nn(CC(=O)NCc2ccc(OC)cc2OC)c(=O)c2cc3c(OC)cccc3n12
    104	-0.8
39: Cc1ccc(N2C(=O)C(CC(=O)Nc3ccc(F)cc3)N(Cc3ccc4c(c3)OCO4)C2=O)cc1 (stereo unspecified)
    93	-1.4
40: Cc1cc(NC(=O)Cn2c(=O)n(CC3CCC(C(=O)NCCc4ccccc4)CC3)c(=O)c3ccccc32)n[nH]1 (stereo unspecified)
    100	-0.9
41: COc1ccc(NC(=O)c2ccc3c(=O)n(CCc4ccccc4)c(=S)[nH]c3c2)cc1
    102	0.1
42: Cc1ccc(NC(=O)CCn2nc(C)c3c(C)n(-c4ccccc4)nc3c2=O)cc1Cl
    110	0.3
43: CCOc1ccc2c(c1)sc(=NC(=O)c1ccc(S(=O)(=O)N3CCCCC3C)cc1)n2CC (stereo unspecified)
    103	0.3
44: CCc1ccc(CCC(=O)Nc2cccc(NC(=O)CCc3ccc(CC)o3)c2)o1
    99	-1.2
45: NC(=O)CSc1nnc(NC(=O)c2cccs2)s1
    105	1.1
46: O=C(c1ccc(OC(F)F)cc1)N1CCN(c2ccccc2)CC1
    104	0.1
47: Cc1cccc(NC(=O)CSc2nc(C)cc(C)c2C(=O)Nc2ccc(Cl)cc2)c1
    109	0.6
48: COc1ccc(-c2cn3c(n2)sc2cc(C(=O)NCc4cccc(F)c4)ccc23)cc1
    106	0.1
49: O=C(CN1C(=O)C2CC=CCC2C1=O)NC1CCCc2ccccc21 (stereo unspecified)
    102	-0.2
50: O=C(O)CC1S/C(=N/N=C/c2ccccc2)NC1=O (stereo unspecified)
    100	-0.4
51: Cc1ccc(-c2cc(C(F)F)nc(NCc3ccco3)n2)cc1
    102	0.5
52: CC1(C)CC(=O)CC(=O)S1
    102	-0.1
53: CCN(CC)CCNC(=O)Cn1cnc2sc(C)c(S(=O)(=O)N3CCN(c4ccccc4OC)CC3)c2c1=O
    108	0.6
54: CC(C)(CNc1nc2cc3c(cc2nc1NS(=O)(=O)c1ccccc1)OCCO3)N1CCOCC1
    100	-0.4
55: C=CC1(C)OC(=O)N(c2cc(Cl)cc(Cl)c2)C1=O (stereo unspecified)
    103	0.6
56: CCOc1ccc(S(=O)(=O)NCc2nc3cccnc3n2Cc2ccccc2OC)cc1
    117	2.1
57: CCOC(=O)N1CCN(C(=O)CNC(=O)c2ccc(Br)cc2)CC1
    103	0.8
58: Cn1c(=O)n(CCCc2ccccc2)c(=O)c2c1nc1n2CCN1c1ccccc1
    111	1
59: O=S(=O)(c1ccc(Cl)cc1)c1nnn2c1nc(NC1CCCC1)c1sccc12
    110	0.5
60: Cc1cccc(Cn2c(=O)n(CCC(=O)NCCc3ccc(Cl)cc3)c(=O)c3sccc32)c1
    101	-0.9

Reformatted as tab-separated lines: 2 of the compounds above.
no.	mol	PV pol inh	PV pol inh FP z-score
39	Cc1ccc(N2C(=O)C(CC(=O)Nc3ccc(F)cc3)N(Cc3ccc4c(c3)OCO4)C2=O)cc1 (stereo unspecified)	93	-1.4
40	Cc1cc(NC(=O)Cn2c(=O)n(CC3CCC(C(=O)NCCc4ccccc4)CC3)c(=O)c3ccccc32)n[nH]1 (stereo unspecified)	100	-0.9

Laid out differently: 4 of the compounds above
#42 Cc1ccc(NC(=O)CCn2nc(C)c3c(C)n(-c4ccccc4)nc3c2=O)cc1Cl
- PV pol inh = 110
- PV pol inh FP z-score = 0.3

#37 Cc1cc(C)nc(/N=C2\NC(=O)CC(C(=O)O)N2c2ccc(Oc3ccccc3)cc2)n1 (stereo unspecified)
- PV pol inh = 100
- PV pol inh FP z-score = -0.2

#11 COC(=O)c1cc2occc2n1C
- PV pol inh = 103
- PV pol inh FP z-score = 0.2

#47 Cc1cccc(NC(=O)CSc2nc(C)cc(C)c2C(=O)Nc2ccc(Cl)cc2)c1
- PV pol inh = 109
- PV pol inh FP z-score = 0.6

Additional entries follow:
Results follow in this order: PV pol inh	PV pol inh FP z-score
61: CCc1ccccc1Nc1nn2c(=O)c3ccc(C(=O)Nc4cc(C)cc(C)c4)cc3nc2s1
    106	-0.1
62: COc1ccc(NC(=O)CCc2nnc3n(CC(C)C)c(=O)c4ccccc4n23)cc1OC
    104	0
63: COc1cc(C2C(=O)N(C3CCCCC3)CC(=O)N2Cc2ccc(C)cc2)ccc1OC(C)C (stereo unspecified)
    108	-0.1
64: Cn1c(=O)oc2cc(S(=O)(=O)NCCC(=O)NC3CCCc4ccccc43)ccc21 (stereo unspecified)
    101	0.1
65: NC(=O)c1c(-c2ccccc2)oc2ccc(O)cc12
    104	-0.1
66: CN(C(=O)COC(=O)c1ccc(Br)o1)c1ccccc1
    103	1
67: c1cncc(-c2nnc3n2CCCCC3)c1
    100	-0.5
68: CCc1ccc(C(=O)Nc2cc(NC(=O)c3ccco3)ccc2C)cc1
    100	-0.8
69: O=C1CCCc2cc(S(=O)(=O)NCC3CCC(C(=O)Nc4ccccc4)CC3)ccc2N1 (stereo unspecified)
    101	-0.3
70: COc1ccc(NC(=O)CC(C)S(=O)(=O)c2ccc3c(c2)NC(=O)CO3)cc1 (stereo unspecified)
    100	-0.6
71: Cc1cccc(N2COc3cc4c(cc3C2)OCO4)c1
    101	0.1
72: CCc1nc2cccnc2n1-c1ccc(CC(=O)NCCOC)cc1
    102	0
73: CCc1ccc2oc(C(=O)N(Cc3ccc(N(C)C)cc3)Cc3ccco3)cc(=O)c2c1
    103	0.3
74: Cc1ccc(Nc2ncc(C(=O)Nc3ccc(F)cc3F)c3ccccc23)cc1Cl
    102	-0.3
75: COC(Cn1c(=S)[nH]c2ccccc2c1=O)OC
    104	0.8
76: Nc1oc2cc(O)ccc2c(=O)c1-c1nc2ccccc2s1
    102	0.5
77: O=C(c1ccco1)N1CCN(C2c3cccc4cccc(c34)C2NS(=O)(=O)c2ccccc2)CC1 (stereo unspecified)
    104	0.8
78: CSCCSc1nnc(Nc2cccc(C)c2C)s1
    108	-0.2
79: Cc1ccc2cc(S(N)(=O)=O)ccc2n1
    103	0.4
80: COc1ccc(C(NC(=O)C2CC=CCC2C(=O)O)c2ccccc2)cc1 (stereo unspecified)
    104	0
81: CCN(CC)C(=O)c1ccc(NC(=O)CCn2nc(-c3ccc(C)cc3)c3ccccc3c2=O)cc1
    110	1.1
82: CCCNC(=O)Cn1c(C(=O)OC)ccc1-c1ccco1
    102	-0.2
83: CC(C)(C)OC(=O)N1CCC(c2c(C(=O)NCc3ccccn3)cnn2-c2ccccc2Cl)CC1
    104	-0.4
84: CCC(=O)N(Cc1ccc(OC)cc1)C1CC(=O)N(c2ccc(OC)cc2)C1=O (stereo unspecified)
    103	1.1
85: Cc1ccc(CNC(=O)CSc2nc3ccsc3c(=O)n2-c2ccc(Br)cc2)cc1
    103	-0.7
86: Cn1c(N)c(C(=O)c2ccc(Cl)c(S(=O)(=O)N3CCCCCC3)c2)c(=O)n(C)c1=O
    104	-0.1
87: CCCc1cc(=O)[nH]c2nnc(SCC(=O)Nc3cccc(C)c3)n12
    114	1.5
88: Fc1ccc(-c2nnc3n2N=C2CCCCC2S3)cc1 (stereo unspecified)
    99	-0.6
89: COc1ccc(C2=NOC(C(=O)N3CC4(C)CC3CC(C)(C)C4)C2)cc1OC (stereo unspecified)
    105	0.9
90: Cc1ccc(OCc2cc(=O)n3c(-c4ccccc4)csc3n2)cc1
    108	0.1
91: Cc1[nH]ncc1CNC(=O)c1ccc(NC(=O)C2=CSCCO2)cc1
    101	-0.2
92: COc1ccc(COCC(O)CN2CCCC(C(F)(F)F)C2)cc1 (stereo unspecified)
    101	-0.2
93: CCn1c(SC)nnc1C1CCN(C(=O)NC2CCCCC2)CC1
    104	0.8
94: O=C(COC(=O)CCc1ccccc1)Nc1ccc2c(c1)OCCO2
    101	-0.1
95: CCOC(=O)C1CCCN(C(=O)COc2ccc(C)c(C)c2)C1 (stereo unspecified)
    100	-0.5
96: O=C1C2C3C=CC(C3)C2C(=O)N1c1cccc2ccccc12 (stereo unspecified)
    106	1
97: Cn1cnnc1-c1cccc(NC(=O)C(c2ccccc2)c2ccccc2)c1
    101	-0.1
98: COC(=O)c1ccc(NC(=O)CSc2nc(=O)[nH]c3c2CCCC3)cc1
    105	-0.4
99: N#Cc1ccccc1S(=O)(=O)N1CCN(C(=O)CCc2cccs2)CC1
    98	-0.9
100: CCOC(=O)C1=C(C)Nc2ccccc2N=C1NC(=O)C1CCN(S(=O)(=O)c2ccccc2)CC1
    103	0.2
101: CC(C)(C)OC(=O)N1CCC(c2c(C(=O)N3CCN(c4ccccn4)CC3)cnn2-c2ccc(F)cc2)CC1
    105	-0.2
102: Cc1onc(-c2ccccc2)c1C(=O)N1CCSC1=NCc1ccccc1
    108	0.5
103: CCCN1CCc2nc(SCC(=O)Nc3ccc(C)c(Cl)c3)[nH]c(=O)c2C1
    119	0.7
104: O=C(Nc1ccc(NC(=O)c2ccc(Br)cc2)c(Cl)c1)c1ccc(Br)cc1
    104	0.2
105: Cc1ccc(NC(=S)N2CCn3c4c(c(=O)c5cc(C)ccc53)CCC42)cc1 (stereo unspecified)
    103	0.3
106: COc1ccccc1/C=[N+]1\N=C([O-])C(NC(=O)c2cccc(C)c2)C1c1ccc(Cl)cc1 (stereo unspecified)
    104	0.7
107: COc1ccc(Cn2c(=O)c3cccnc3n(Cc3cccc(OC)c3)c2=O)cc1
    102	-0.6
108: CCOc1ccc(CNC(=O)c2ccc(CS(=O)Cc3ccc(Cl)cc3)o2)cc1 (stereo unspecified)
    109	0.5
109: COc1ccc(C2C=C(c3ccccc3)Nc3nc(NC(=O)c4ccc(C)cc4)nn32)cc1 (stereo unspecified)
    111	0.7
110: CC(=O)O/N=C(\N)Cc1ccc(-c2csnn2)cc1
    101	-0.2
111: CC(NC(=O)CN1CSCC1=O)C12CC3CC(CC(C3)C1)C2 (stereo unspecified)
    106	0.4
112: Cc1ccc(NC(=O)c2c(C)cc(C)nc2SCC(=O)Nc2ccc(Br)cc2)cc1
    109	0.6
113: Cc1cccc(C(=O)Nc2cccc(C(=O)OCc3cc(=O)n4c5c(sc4n3)CCCC5)c2)c1
    108	0.5
114: CCn1cc(C(=O)Nc2cccc(OC)c2)c2cc(OC)c(OC)cc2c1=O
    100	0
